Polio RdRp inh: poliovirus RdRp elongation inhibitors, primary screen, biochemical, fluorescence polarization, total intensity | poliovirus polymerase elongation; stronger effect = lower value | % elongation, % (compound at 16.7 µg/mL) | 0.66% of 150,000 active; in the data active means % elongation below about 90%; further: some results filed as inactive read as strong as hits
Target sequence (P03300 1749-2209 limits assumed): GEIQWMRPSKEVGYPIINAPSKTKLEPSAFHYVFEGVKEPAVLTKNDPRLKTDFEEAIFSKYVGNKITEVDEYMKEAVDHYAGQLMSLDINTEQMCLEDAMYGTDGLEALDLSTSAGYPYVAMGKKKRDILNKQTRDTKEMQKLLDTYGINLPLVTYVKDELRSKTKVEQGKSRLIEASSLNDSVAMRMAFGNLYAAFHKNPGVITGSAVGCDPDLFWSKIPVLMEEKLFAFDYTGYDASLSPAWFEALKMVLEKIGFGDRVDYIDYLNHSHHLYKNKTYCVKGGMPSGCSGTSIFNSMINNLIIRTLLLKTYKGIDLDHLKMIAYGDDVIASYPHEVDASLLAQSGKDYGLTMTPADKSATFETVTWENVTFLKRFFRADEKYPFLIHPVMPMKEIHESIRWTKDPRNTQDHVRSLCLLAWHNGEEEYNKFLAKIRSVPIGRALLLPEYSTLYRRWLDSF
Polio RdRp inh FP z-score: second read-out of Polio RdRp inh, no call of its own (marks repeat the call); z-score; measured here: FP z-score; hits read low
* marks the source's active call; other numbers are inactive results; & = joins results of further samples. An excerpt; rates above refer to the full screens.

canonical_smiles | Polio RdRp inh | Polio RdRp inh FP z-score
Cc1ccc(-n2nc(C(=O)NCc3ccc(F)cc3Cl)c3c4ccccc4n(C)c3c2=O)cc1 | 100 | -0.5
CCOC(=O)c1c(-c2ccccc2)oc2ccc(NS(=O)(=O)c3cc(C)c(C)cc3C)cc12 | 104 | -1.1
Cc1cc(C(=O)COc2ccc(-c3ccc(C#N)cc3)cc2)c(C)n1C | 101 | 0.1
CCC(Oc1ccccc1)C(=O)Nc1ccc(O)c(-c2nc3cc(C)ccc3o2)c1 (stereo not drawn) | 110 | 0.2
CCOc1ccc(Nc2nn(-c3ccc(OC(F)(F)F)cc3)nc2C(C)=O)cc1 | 114 | 1.3
CS(=O)(=O)c1ccc2nnn(OCC(=O)Nc3cccc(C#N)c3)c2c1 | 99 | -0.7
COC(=O)Cn1c(C(=O)OC)cc2c1ccn2C | 103 | 0.5
C#CCn1c(=NC(=O)COc2ccccc2)sc2cc(S(N)(=O)=O)ccc21 | 101 | -0.2
Cc1[nH]n(-c2ccccc2)c(=O)c1C(c1cc(Cl)ccc1O)c1c(C)[nH]n(-c2ccccc2)c1=O | 103 | -0.2
Clc1ccc(CSc2ncccn2)cc1 | 103 | 0.5
COc1cc(C#N)ccc1OCC(=O)Nc1ccc(C)cc1C | 101 | -0.2
O=S(=O)(c1cccs1)N(Cc1ccccc1)Cc1ccccc1 | 101 | -0.1
O=C(NCc1ccccc1)c1ccc(-n2c(-c3ccccc3)cc3c2CCCC3)cc1 | 103 | 0
Cc1ccc(C)c(NC(=O)C(C)n2c(=O)cc(C(F)(F)F)c3c(C)nn(C)c32)c1 (stereo not drawn) | 105 | -0.2
O=S(=O)(NCC1CCN(Cc2ccc(Cl)cc2)CC1)c1cnc[nH]1 | 103 | 1.6
Cn1nnc(NC(=S)NC(=O)Cc2ccccc2)n1 | 102 | 0.4

Quoted at random: 3 records from the list, in no set order.
canonical_smiles | Polio RdRp inh | Polio RdRp inh FP z-score
O=C(NCc1ccccc1)c1ccc(-n2c(-c3ccccc3)cc3c2CCCC3)cc1 | 103 | 0
O=S(=O)(NCC1CCN(Cc2ccc(Cl)cc2)CC1)c1cnc[nH]1 | 103 | 1.6
O=S(=O)(c1cccs1)N(Cc1ccccc1)Cc1ccccc1 | 101 | -0.1

Continued.
canonical_smiles | Polio RdRp inh | Polio RdRp inh FP z-score
CC1(C)CC2CC(C)(CN2C(=O)COC(=O)C2=NNC(=O)CC2)C1 (stereo not drawn) | 104 | 0.2
CC(=O)Nc1c(C)cc(C(O)(C(F)(F)F)C(F)(F)F)cc1C | 100 | -0.1
Cc1oc2ccc(O)c(CN3CCOCC3)c2c1C(=O)Nc1cccc(Cl)c1C | 107 | 0.2
CCOC(=O)N1CCC2(CC1)OC(=O)C(C)=C2C(=O)NCc1ccccc1OC | 112 | 1
CCCOc1ccc(CNC(=O)c2ccc3c(c2)N(Cc2ccccc2)CCS3)cc1 | 107 | -1
COc1cccc(-n2cc(C(=O)Oc3ccc(F)cc3)c3ccccc3c2=O)c1 | 110 | 0.6
N#Cc1c(N)n(CCC2=CCCCC2)c2nc3ccccc3nc12 | 106 | 0.4
O=C(/C=C/c1ccccc1)OCC(=O)N1CCCC1 | 102 | -0.1
O=C(CC1NC2CCCCC2NC1=O)NCc1ccccc1 (stereo not drawn) | 102 | 0.3
O=C(Cn1c(=O)c2ccccc2n2nncc12)Nc1ccccc1C(F)(F)F | 101 | 0.4
CCc1ccccc1N(C)C(=O)Cc1c(C(=O)O)c(C)cn1C | 108 | 0.3
CC(C)CNC(=O)c1cc2ccccc2oc1=O | 107 | 0.4
O=C1CCC(C(=O)Nc2nc(SCc3ccc(Cl)cc3)n[nH]2)=NN1 | 100 | -0.5
Cc1ccccc1N1OC2C(=O)N(c3sc4c(c3C#N)CCCC4)C(=O)C2C1c1cccs1 (stereo not drawn) | 102 | 0.1
Cc1ccccc1-c1nnc(-c2ccccc2)o1 | 103 | 0.2
Cc1ccc(-c2nc(N3CCCC(C)C3)c3ccccc3n2)cc1 (stereo not drawn) | 104 | -0.2
CC1(C)C2CCC1(CS(=O)(=O)NCCCN1CCCC1=O)C(=O)C2 (stereo not drawn) | 103 | 0.1
COc1ccc(CC2C(=O)OC(C)(C)OC2=O)c(Cl)c1OC | 99 | -0.8
Nc1ccc(C(=O)NCC(=O)O)cc1 | 99&100 | -0.2&0.1
O=C1ON(c2ccccc2)C(c2ccccc2)N1c1ccc(Cl)cc1 (stereo not drawn) | 99 | -0.2
CN1C2CCC1CC(OC1c3ccccc3CCc3ccccc31)C2 (stereo not drawn) | 100 | 0.3
C=CC[N+](C)(C)CCN1C(=O)C2C(c3ccccc3)C=CC(c3ccccc3)C2C1=O (stereo not drawn) | 102 | 0.2
O=C(Nc1nccs1)c1oc2ccccc2c1CSc1ncn[nH]1 | 99 | -0.5
N#CCCCSc1ncnc2scc(-c3ccccc3)c12 | 125 | 3.3
COc1cc(C2N=C(N)Nc3nc4ccccc4n32)ccc1OCCC(C)C (stereo not drawn) | 100 | -1.3
CCc1ccc(NC(=O)CN2CCN(C3CCCCC3)C(=O)C2=O)cc1 | 104 | -0.4
O=C(Cn1cc(C(F)(F)F)ccc1=O)N/N=C/c1ccccn1 | 102 | 0
Cc1ccc(C2Nc3ccccc3C(=O)N2CCN2CCNC2=O)cc1 (stereo not drawn) | 102 | 0.2
C=CCC(O)(CC=C)C(N)Cc1ccccc1 (stereo not drawn) | 106 | 0.3
CCOCC(=O)Nc1c(C(=O)Nc2cccc(OC)c2)oc2ccccc12 | 101 | 0.1
COc1ccc(OC)c(CCNC(=O)c2ccc(CS(=O)Cc3cccc(Cl)c3)o2)c1 (stereo not drawn) | 105 | -0.4
Cc1onc(-c2ccccc2)c1C(=O)OCC(=O)c1ccc2[nH]c(=O)[nH]c2c1 | 76* | -3.2*
CC(C)CCNC(=O)C1CCCN(c2nc3ccccc3o2)C1 (stereo not drawn) | 102 | 0.5
CCc1ccc2oc(-c3ccc(C)c(NC(=O)c4ccc(C#N)cc4F)c3)nc2c1 | 108 | 0.8
COc1ccc(N2C(=O)CC(Sc3nc4ccccc4c(=O)n3CCO)C2=O)cc1 (stereo not drawn) | 107 | 0.4
Cc1cccc(N2CCN(S(=O)(=O)c3c(C)nc4scc(C)n4c3=O)CC2)c1C | 104 | -0.3
CCN1C(=O)C(=C2SC3CS(=O)(=O)CC3S2)SC1=S (stereo not drawn) | 98 | -0.2
CCn1c(=O)c2c(nc3n2CCCN3c2ccccc2)n(C)c1=O | 101 | 0.1
CCOC(=O)C1CCCN(Cc2nc(N)nc(Nc3ccccc3)n2)C1 (stereo not drawn) | 103 | 0.7
CCOc1ncccc1C(=O)Nc1ccc(S(=O)(=O)N2CCOCC2)cc1 | 103 | 0.1
CCn1c(=O)n(-c2ccc3c(c2)OCO3)c2nc(-c3cccc(OC)c3OC)nc(C(N)=O)c21 | 106 | -0.3
CCOc1ccc(N(C(=O)c2ccccc2F)S(=O)(=O)c2ccc3c(c2)n(C)c(=O)n3C)cc1 | 106 | -0.2
CC1=Nc2cc(C(=O)NC3CCCC3)ccc2Sc2ccc(Br)cc21 | 108 | -1.1
Cc1nnc(N(C)C)c2c1nnn2Cc1ccccc1Cl | 104 | 0.9
O=c1c2sc3nc(N4CCOCC4)c4c(c3c2ncn1-c1ccccn1)CCCC4 | 103 | 1.7
O=C(O)c1ccc2c(c1)C(=O)N(c1nc3nc4c(c(=O)n3[nH]1)CCC4)C2=O | 106 | 2.2
Cc1ccc2cccc(NC(=O)c3ccc(-c4ccc(Br)cc4)o3)c2n1 | 106 | 0.4
COc1ccc(/C=C2\SC(=S)N(CC(=O)NCCO)C2=O)cc1 | 101 | -0.1
CCOC(=O)c1cc2c(ccn2C)n1CC(=O)N1C(C)CCCC1C (stereo not drawn) | 102 | -0.1
COc1ccc(NC(=O)CSc2nc(C)cc(C)c2C(=O)Nc2ccccc2OC)cc1 | 112 | 1.2
COc1cc(C(=O)N2CCc3c([nH]c4ccccc34)C2c2ccc(C)cc2)cc(OC)c1OC (stereo not drawn) | 101 | -1.4
CS(=O)(=O)Nc1ccccc1Cc1ccccc1 | 106 | 1.9
CCN(CC)c1ccc(C=C2C(=O)c3ccccc3C2=O)c(O)c1 | 83 | -7.1
COc1ccccc1-c1ncnn1C1=C(C#N)C2CCCCCC2S1 (stereo not drawn) | 99 | -1.1
O=C1CC(c2ccccc2)CC(O)=C1C=NCc1ccco1 (stereo not drawn) | 103 | 0.2
O=C(NCc1cccs1)c1ccc(Cl)cc1 | 104 | 0.6

Entries from the list above that have a CF3 group:
canonical_smiles | Polio RdRp inh | Polio RdRp inh FP z-score
CCOc1ccc(Nc2nn(-c3ccc(OC(F)(F)F)cc3)nc2C(C)=O)cc1 | 114 | 1.3
Cc1ccc(C)c(NC(=O)C(C)n2c(=O)cc(C(F)(F)F)c3c(C)nn(C)c32)c1 (stereo not drawn) | 105 | -0.2
CC(=O)Nc1c(C)cc(C(O)(C(F)(F)F)C(F)(F)F)cc1C | 100 | -0.1
O=C(Cn1c(=O)c2ccccc2n2nncc12)Nc1ccccc1C(F)(F)F | 101 | 0.4
O=C(Cn1cc(C(F)(F)F)ccc1=O)N/N=C/c1ccccn1 | 102 | 0

The list goes on:
canonical_smiles | Polio RdRp inh | Polio RdRp inh FP z-score
COc1cc(C2c3c(-c4ccccc4O)n[nH]c3C(=O)N2CCO)ccc1OCc1ccccc1 (stereo not drawn) | 111 | 1.1
COCc1cc(C)nc(SCC(=O)N2CCOCC2)c1C#N | 99 | -0.3
Cc1ccc(-n2c(/C=C/c3cc(Br)cs3)nc3ccccc3c2=O)cc1 | 107 | -0.1
CC1=CC(C)(C)N(C(=O)CNC2CCCCC2)c2cc(C)ccc21 | 102 | 0.1
CC(SCc1nc2ccccc2[nH]1)c1ccccc1 (stereo not drawn) | 103 | 0.1
c1ccc2c(c1)[nH]c1c(N3CCOCC3)ncnc12 | 105 | 0.8
CCOc1ccc(CCNC(=O)CSc2cc(=O)n(C)c3cc(Cl)ccc23)cc1OCC | 102 | -0.3
O=C(Nc1cc(F)ccc1F)C1COc2ccccc2C1 (stereo not drawn) | 106 | -0.2
O=c1c2ccccc2nc2ccccn12 | 101 | -0.1
COc1ccc(Cn2c(C(=O)O)c(CNCc3ccccc3F)c3ccc(OC)cc32)cc1 | 110 | 0.5
O=S(=O)(c1ccc(C2=NNC(=NC3CC3)SC2)cc1)N1CCCCC1 | 107 | 0.5
Cc1ccc(NC(=O)Cn2cc(S(=O)(=O)Cc3ccc(F)cc3)c3ccccc32)cc1Cl | 106 | 0
CC(Oc1ccccc1)C(=O)OCC(=O)N1CCC(c2ccccc2)=N1 (stereo not drawn) | 102 | -0.1
COC(=O)c1ccc(NC(=O)c2cnn(-c3ccc(Cl)cc3)c2C2CCN(C(=O)OC(C)(C)C)CC2)cc1 | 100 | -1.3
CN(C)c1ccc(CN)cc1 | 100 | 0
Cc1nnc(SCCC(=O)Nc2cccc(-c3nc4ccccc4s3)c2)s1 | 103 | 0.5
CC(=O)N1CCOc2cc(S(=O)(=O)N(C)Cc3ccccc3)c(Cl)cc21 | 102 | -0.8
Cc1ccc(S(=O)(=O)CC(=O)Nc2ccc(-c3nc4ccc(C)cc4s3)cc2)cc1 | 100 | -0.1
CCn1c(=O)c2cc(C(=O)NCc3ccc(F)cc3Cl)sc2c2ccccc21 | 106 | 0.3
O=C(Nc1ccc(Cl)cc1)c1cc(S(=O)(=O)N2CCCc3ccccc32)ccc1F | 112 | 1
CCSc1nc(=O)[nH]c2c1CCCC2 | 103 | 0.2
CC(C)(C)N1CC(C(=O)Nc2ccc(S(=O)(=O)N3CCCCC3)cc2)CC1=O (stereo not drawn) | 101 | -0.3
CN(CCO)c1ncnc2sccc12 | 112 | 1.1
COc1ccc(CCNC(=O)c2ccc3c(=O)n(CCC4=CCCCC4)c(=S)[nH]c3c2)cc1OC | 103 | 0.6
CN(C)S(=O)(=O)c1ccc(S(=O)(=O)N(C)CC2COc3ccccc3O2)cc1 (stereo not drawn) | 99 | -0.7
CCCN1C(=O)/C(=N\OCC(=O)NC23CC4CC(CC(C4)C2)C3)c2ccccc21 | 103 | 0
CCCCS(=O)Cc1ccccc1 (stereo not drawn) | 107 | 1.2
CCOc1ccc(NC(=O)N(CCCN2CCOCC2)Cc2cccnc2)cc1 | 102 | 0.2
Cc1ccc(NCC(O)C(O)C(O)CO)cc1C (stereo not drawn) | 104 | 1.6
Cc1ccc(CNC(=O)c2ccccn2)n1C | 111 | 1.1
CCOC(=O)c1c(S(=O)(=O)N2CCC(C(=O)N3CCN(c4cc(C)ccc4C)CC3)CC2)c(C)n(C)c1C | 108 | 0.3
CCC(C)NC(=O)C1CCN(S(=O)(=O)c2ccc3c(c2)CCCN3C(C)=O)CC1 (stereo not drawn) | 111 | 1
Cc1cccc(NC(=O)C2=Cc3sc(C)c(C)c3CS2)c1C | 101 | -0.3
O=C(N/N=C/c1cccs1)c1ccccc1 | 101 | 0.2
CCc1ccccc1NC(=O)CSc1nc2c(c(=O)[nH]1)CN(Cc1ccccc1OC)CC2 | 117 | 0.6
CCOC(=O)CNc1ncnc2c1nnn2C | 110 | 0.6
CCCC(C)C(=O)NCc1ccccc1OC (stereo not drawn) | 108 | 0.6
CCCn1c(N)c(C(=O)CN(C)Cc2ccccc2)c(=O)[nH]c1=O | 103 | 0.2

Taken from the entries so far for reference:
canonical_smiles | Polio RdRp inh | Polio RdRp inh FP z-score
CCCC(C)C(=O)NCc1ccccc1OC (stereo not drawn) | 108 | 0.6
CCCn1c(N)c(C(=O)CN(C)Cc2ccccc2)c(=O)[nH]c1=O | 103 | 0.2

Screens: PubChem, ICCB-Longwood Screening Facility, Harvard Medical School
